# Screening results from PubChem.
# NTMT1 inh: inhibitors of human N-terminal methyltransferase NTMT1 | Q9BV86 | NTMT1 MTase-Glo SAH luminescence, purified enzyme | Potency, µM (doses to about 114 µM), for inactives: at the highest dose activity change, negative = inhibition, actives largely listed as inhibitors | 59,000 tested, 2.5% active | AID 1645870;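 further: potency means the concentration at half of the fitted maximal effect; plate controls were DMSO vehicle for no effect and no enzyme for full effect; nearly all actives have a fitted effect of over 65% in size; many of its hits are not listed in these tables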
# Target sequence (Q9BV86 whole entry, looked up): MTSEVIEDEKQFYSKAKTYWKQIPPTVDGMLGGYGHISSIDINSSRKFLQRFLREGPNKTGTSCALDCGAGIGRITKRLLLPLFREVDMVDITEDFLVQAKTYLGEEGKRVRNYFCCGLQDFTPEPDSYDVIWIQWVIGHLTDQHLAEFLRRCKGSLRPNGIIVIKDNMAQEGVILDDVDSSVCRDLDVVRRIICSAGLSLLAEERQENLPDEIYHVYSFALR
# FH mod: Identification of activators of human fumarate hydratase by quantitative high-throughput screening; Fumarate hydratase, mitochondrial (Homo sapiens), P07954; FH coupled MDH/diaphorase resazurin fluorescence, 15 min; Potency, µM (top dose mostly 79.9 µM), for inactives: at the highest dose activity change, negative = inhibition, most hits filed as inhibitors; 54,000 tested, 0.22% active; further: potency means the concentration at half of the fitted maximal effect; on the % scale 0 is the no-effect control and ±100 the full control effect; the screen sought activators but most active calls are inhibition curves; nearly all actives have a fitted effect of over 45% in size
# GALK inhibitor: inhibits human galactokinase; Potency, µM (series often up to 57.5 µM), inactives show at the top dose activity, negative = inhibition, most hits filed as inhibitors; recombinant GALK, Kinase-Glo ATP luminescence, 1 h; 44,000 tested, under 10 active; P51570; AID 1347072;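 further: plate controls were full GALK reaction for no effect and reaction lacking GALK for full effect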
# Target sequence (P51570 whole entry, looked up): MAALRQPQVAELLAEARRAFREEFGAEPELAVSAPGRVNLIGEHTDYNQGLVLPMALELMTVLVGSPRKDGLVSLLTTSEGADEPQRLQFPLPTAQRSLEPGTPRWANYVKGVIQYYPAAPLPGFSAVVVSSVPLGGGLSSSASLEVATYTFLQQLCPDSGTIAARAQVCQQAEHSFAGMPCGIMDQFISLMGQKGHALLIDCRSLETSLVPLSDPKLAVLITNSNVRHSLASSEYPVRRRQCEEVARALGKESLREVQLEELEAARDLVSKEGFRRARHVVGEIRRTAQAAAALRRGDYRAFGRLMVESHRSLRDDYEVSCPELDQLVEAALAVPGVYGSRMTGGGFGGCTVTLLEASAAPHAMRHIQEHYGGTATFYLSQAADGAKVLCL
#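 5 nM GALK; 35 uM ATP; 100 uM D-galactose; 20 mM HEPES pH 8.0, 5 mM MgCl2, 60 mM NaCl, 1 mM DTT, 0.01% BSA; 1 h RT; Kinase-Glo Plus luminescence.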
# p53null 32C tox: kills p53 null cells at the permissive temperature; H1299-neo p53 null cells, ATP luminescence, 24 h, 32C; Potency, µM (doses to about 46.1 µM), without a hit: at the top dose activity change, negative = cytotoxicity, actives largely listed as cytotoxic; 55,000 tested, 0.62% active;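 further: potency means the concentration at half of the fitted maximal effect; 0% = DMSO only and -100% = full killing by 100 µM tamoxifen; nearly all actives have a fitted effect of over 55% in size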
#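 H1299-neo (p53 null) cells, 600/well, treated 24 h at 32C with compound up to 46 uM; ATPlite luminescence viability, normalized to DMSO and 100 uM tamoxifen; AC50 by Hill fit.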
# PTAP-TSG101 blk: TSG101-PTAP interaction inhibition, HIV-1 budding. Potency, µM (titrated, usually from 115 µM), inactives show at the top dose activity change, negative = inhibition, most hits filed as inhibitors. 44,000 tested, under 10 active. Fluorescence polarization, FITC-PTAP peptide/Tsg101, 20 min. Q99816; further: potency means the concentration at half of the fitted maximal effect; 0% is about no effect
#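 Fluorescence polarization: Tsg101 binding domain (10 uM final) in 10 mM HEPES pH 7.5, 0.15 M NaCl, 0.01% Tween 20, 3 mM EDTA, 0.1 mM TCEP; compounds pinned; FITC-PTAP peptide 50 nM final; 20 min, r.t.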
# p53null 39C kill: selectivity test: cytotoxicity in p53 null cells, nonpermissive temperature. H1299 p53-null (neo) cells, 39C, ATPlite viability, 24 h. Potency, µM (titrated, usually from 46.1 µM), for inactives: top-dose activity, negative = cell killing, actives largely listed as cytotoxic. 55,000 tested, 0.97% active. AID 904;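 further: potency means the concentration at half of the fitted maximal effect; 0% = DMSO only and -100% = full killing by 100 µM tamoxifen; nearly all actives have a fitted effect of over 50% in size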
#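 Luminescent ATP signal reported cell survival after H1299 lines (neo, p53 null; or p53 A138V) received up to 46 uM compound and 24 hr incubation at 39C.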
# B2AR arrestin ag: beta-arrestin recruitment by human beta2-adrenergic receptor ligands. Potency, µM (doses to about 46.1 µM), inactives show at the highest dose activation, usual class: activators. AID 1347077. 44,000 tested, under 10 active. HTLA Tango cells, beta-arrestin recruitment, luciferase luminescence, 18 h. P07550;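 further: potency means the concentration at half of the fitted maximal effect; 0% = DMSO and full agonism = EC100 isoproterenol or metaproterenol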
# Target sequence (P07550 whole entry, looked up): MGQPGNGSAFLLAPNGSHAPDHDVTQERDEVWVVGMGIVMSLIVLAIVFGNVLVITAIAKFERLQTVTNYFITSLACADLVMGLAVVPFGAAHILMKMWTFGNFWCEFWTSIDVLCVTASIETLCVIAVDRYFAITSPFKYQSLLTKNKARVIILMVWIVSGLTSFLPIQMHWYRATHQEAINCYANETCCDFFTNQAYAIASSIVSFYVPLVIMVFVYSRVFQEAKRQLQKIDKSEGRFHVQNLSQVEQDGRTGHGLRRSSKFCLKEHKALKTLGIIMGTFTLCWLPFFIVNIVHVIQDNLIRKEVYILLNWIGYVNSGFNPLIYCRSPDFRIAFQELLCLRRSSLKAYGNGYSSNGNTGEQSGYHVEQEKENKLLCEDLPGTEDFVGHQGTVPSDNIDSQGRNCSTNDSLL
#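 Receptor–beta-arrestin recruitment read by tTA-responsive luciferase: compound titrations (up to 46 µM) incubated 18 h with Tango cells, then luminescent substrate 15 min at room temperature. Concentration-response fits classified by r2, efficacy and activity.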
# * hit, by the source's call; ? = inconclusive; / = no result given; [ ] = another dose, or the depositor's remark. The call rests on the fitted dose curve; in most records, active means well fitted curve in the direction sought with a large enough effect; inconclusive means small, poorly fitted or top-dose-only effect, or another doubt; inactive means no such curve, though single readings can be large; an effect the other way counts as inactive or inconclusive. Some of the compounds tested; count on the stated rates, not on these rows.
molecule	NTMT1 inh	FH mod	GALK inhibitor	p53null 32C tox	PTAP-TSG101 blk	p53null 39C kill	B2AR arrestin ag
Cc1c(Cl)cccc1NC(=O)Cn1c(=O)n(Cc2ccco2)c(=O)c2oc3ccccc3c21	-2%	2%	5%	6%	1%	-7%	0%
O=C(CN1C(=O)COc2ccc(S(=O)(=O)N3CCOCC3)cc21)N1CCN(c2cccc(C(F)(F)F)c2)CC1	12%	-4%	-9%	?	-1%	1%	0%
CC1CCC(N2CC(=O)N(C3CCCCC3)C(c3ccc(Cl)cc3)C2=O)CC1 (stereo unspecified)	/	/	3%	-6%	-6%	-1%	-1%
COc1ccccc1NC(=O)CCN1CCC(C(N)=O)CC1	/	/	1%	-2%	2%	-26%	0%
CCN(C(=O)c1sc2nc3n(c(=O)c2c1C)CCCCC3)c1ccccc1F	-6%	-5%	-13%	9%	-4%	-3%	-1%
Cc1ccc(NC(=O)Cn2cc(S(=O)(=O)c3ccccc3)c(=O)c3cc4c(cc32)OCO4)cc1	-25%	-23%	0%	15%	-5%	32%[activator]	1%
CCOc1ccc(CNC(=O)c2c(C)nn(-c3ccc(F)cc3)c2-n2cccc2)cc1	7%	-30%	1%	42%[activator]	-2%	72%[activator]	2%
O=C(COc1ccc(F)cc1)NCC(c1ccc(Cl)cc1)N1CCCCC1 (stereo unspecified)	-1%	-27%	?	-4%	-14%	-11%	-5%
CC(C)CC(=O)Nc1c(C(=O)N2CCN(c3ccccc3)CC2)oc2ccccc12	-13%	2%	2%	-2%	-1%	-16%	-2%
Cc1ccc2c(CC(=O)NCc3ccccc3)coc2c1C	-3%	-10%	0%	12%	-3%	10%	-1%
CSc1ncc(C(=O)NCc2ccccc2Cl)c(C(F)(F)F)n1	?	9%	4%	-7%	1%	-9%	0%
Cc1ccc(NC(=O)Cn2cnc3c(oc4ccccc43)c2=O)cc1Cl	11%	-18%	-2%	-1%	-1%	-8%	-1%
CCOC(=O)c1c(C)oc2ccc(N(C(=O)c3ccncc3)S(=O)(=O)c3ccc(CC)cc3)cc12	16%	-16%	0%	60%[activator]	1%	77%[activator]	0%
CCCCNC(=O)CSc1c2c(nc3ccc(Cl)cc13)CCCC2	-16%	-2%	0%	8%	-7%	136%[activator]	1%
Cc1oc2ccc(O)c(CN3CCN(C)CC3)c2c1C(=O)Nc1cccc(C(F)(F)F)c1	/	/	1%	20%	-3%	0%	0%
COc1ccc(-c2nc(CSCC(=O)NCCC(C)C)c(C)o2)cc1OC	-1%	-11%	0%	-8%	-3%	-16%	-2%
Cc1cccc(CN2C(=O)c3ccccc3S(=O)(=O)c3ccc(C(=O)NCCC4=CCCCC4)cc32)c1	0%	-16%	-1%	-2%	-3%	-14%	1%
O=C(Nc1cccc(Cl)c1Cl)c1cc(S(=O)(=O)N2CCCc3ccccc32)ccc1F	13%	-9%	0%	-9%	-3%	8%	-1%
Cc1ccc(CNC(=O)C(C)n2nc(C)c3sc4ccccc4c3c2=O)cc1 (stereo unspecified)	-4%	-11%	2%	-19%	2%	?	-1%
Cc1ccn2c(Nc3ccccc3C)c(-c3ccc(N4CCOCC4)cc3)nc2c1	0%	?	2%	22%	4%	7%	-2%
Cc1cccc(-c2nc3ccccc3n2Cc2ccccc2)c1	7%	-26%	1%	25%	1%	?	-3%
NC(=O)CSc1oc(-c2cccs2)nc1S(=O)(=O)c1ccc(Br)cc1	-13%	-17%	7%	5%	1%	-23%	0%
COc1cccc2c1cc1c(=O)n(CC(=O)NCc3ccc(N(C)C)cc3)nc(C)n12	10%	-1%	3%	-3%	2%	?	0%
CCC(=O)NC1CC(=O)N(c2ccc3c(c2)OCCO3)C1 (stereo unspecified)	14%	-4%	2%	0%	-5%	2%	0%
Cc1c(C(=O)N(Cc2ccc(N(C)C)cc2)Cc2ccco2)oc2cc(Br)ccc12	8%	-23%	-2%	-10%	-5%	-1%	0%
CC1=C(c2ccc(C(C)C)cc2)S(=O)(=O)N=C1N1CCC(C(=O)NCc2ccc(C)o2)CC1	5%	-10%	0%	-2%	0%	-13%	3%
O=C(Cn1c(=O)c2cc(Cl)ccc2n2nncc12)Nc1ccccc1	3%	2%	-1%	0%	2%	-1%	1%
O=C(Cc1ccccc1)Nc1sc2c(c1C(=O)Nc1cccc(Cl)c1)CCCCC2	-14%	-8%	-20%	-3%	0%	-13%	0%
CCOc1ccc(CNc2cc(C)nc3nc(-c4cccc(C)c4)nn23)cc1OC	?	?	-1%	-26%	1%	?	?
CC(C)(C)OC(=O)N1CCC(c2c(C(=O)NC3CCCCC3)cnn2-c2cccc(Cl)c2)CC1	10%	-9%	-3%	20%	-2%	-2%	0%
CCCCNC(=O)CCCN1C(=O)c2ccccc2Sc2ncccc21	7%	4%	-6%	-3%	3%	-7%	0%
Cc1ccc(NC(=O)Cc2csc(C)n2)c(C)c1	11%	10%	1%	-3%	-11%	-21%	-1%
CCOc1ccc(CNC(=O)Cn2cc3c(n2)-c2c(oc(C(=O)N4CCOCC4)c2C)CC3)cc1	-2%	-6%	-7%	-5%	-2%	-24%	0%
Cc1ccc(S(=O)(=O)c2c(O)cc(C)c(NS(=O)(=O)c3ccc(Cl)cc3)c2C)cc1	13%	?	-1%	22%	-4%	6%	0%
Cn1c(=O)c2c(nc(NCCCCO)n2Cc2ccccc2Cl)n(C)c1=O	-3%	-5%	0%	-5%	1%	-4%	1%
COCCCNC(=O)CN1C(=O)COc2ccc(S(=O)(=O)N3CCCCCC3)cc21	20%	-3%	-3%	-2%	-2%	-9%	1%
CCOc1ccc(-n2c(SCc3nc(-c4ccccc4C)no3)nnc2-c2ccccc2)cc1	-2%	-13%	4%	-6%	0%	-25%	6%
CCOc1ccccc1NC(=O)CSc1nnc2[nH]c(=O)cc(-c3ccccc3)n12	-13%	?	-1%	?	-9%	26%	-3%
CC(=O)c1ccc(NC(=O)NCCc2c[nH]c3ccccc23)cc1	-5%	-31%	3%	-2%	-1%	-8%	0%
CC(=O)c1cccc(NC(=O)CCCN2C(=O)COc3ccc(C)cc32)c1	79µM*	4%	3%	-4%	0%	-12%	-3%
O=C(CSc1nnc(-c2ccccc2)c(-c2ccccc2)n1)NC1CCCCC1	5%	2%	-3%	1%	-1%	-6%	0%
Cc1ccc(NS(=O)(=O)c2ccc(NC(=O)N3CCCC3)cc2)cc1C	4%	-27%	-2%	-2%	0%	-9%	0%
CCCc1cc(=O)n2[nH]c(NCc3ccc(CC)cc3)nc2n1	13%	8%	2%	0%	-16%	5%	0%
CC(=O)c1cc(-c2ccccc2)n(CC(=O)Nc2ccc(C)cc2C)c1C	16%	5%	1%	-18%	-5%	14%	4%
Cc1ccc(NS(=O)(=O)c2cc(-c3cc(C)no3)ccc2C)c(Cl)c1	5%	-14%	2%	-4%	-3%	?	-1%
COc1cccc2cc(-c3nc(Cl)c4c5c(sc4n3)CC(C)CC5)c(=O)oc12 (stereo unspecified)	7%	4%	0%	-3%	-5%	20%	1%
COc1ccc(CCNC(=O)CCCn2c(=O)c3ccccc3n(Cc3ccc(F)cc3Cl)c2=O)cc1OC	-11%	-23%	6%	4%	-1%	14%	-2%
CC(=O)c1ccc(NC(=O)c2cnc(N3CCCC3)nc2C)cc1	-1%	-18%	0%	-8%	-2%	-19%	-1%
COc1ccc(N2CCN(C(=O)Cc3noc4ccc(C)cc34)CC2)cc1	-3%	-1%	-1%	0%	-6%	5%	0%
COc1ccc(C(=O)Nc2nc(-c3nnn(-c4cc(OC)ccc4OC)c3C)ns2)cc1	-6%	3%	-4%	8%	-3%	1%	1%

# 2 consecutive entries out of the list so far, quoted:
molecule	NTMT1 inh	FH mod	GALK inhibitor	p53null 32C tox	PTAP-TSG101 blk	p53null 39C kill	B2AR arrestin ag
CC1=C(c2ccc(C(C)C)cc2)S(=O)(=O)N=C1N1CCC(C(=O)NCc2ccc(C)o2)CC1	5%	-10%	0%	-2%	0%	-13%	3%
O=C(Cn1c(=O)c2cc(Cl)ccc2n2nncc12)Nc1ccccc1	3%	2%	-1%	0%	2%	-1%	1%

# The results go on.
molecule	NTMT1 inh	FH mod	GALK inhibitor	p53null 32C tox	PTAP-TSG101 blk	p53null 39C kill	B2AR arrestin ag
COCCNC(=O)c1ccc(-c2nc(CS(=O)(=O)c3ccccc3)c(C)o2)cc1	16%	-1%	-1%	5%	-14%	17%	0%
O=C(Nc1nnc(S(=O)(=O)N2CCOCC2)s1)c1cccc(Br)c1	-4%	-10%	0%	-6%	3%	-12%	-1%
COc1ccccc1-c1nn(CCC(=O)Nc2cccc(C(C)=O)c2)c2nc(C)cc(C)c12	-16%	-20%	7%	-4%	-2%	-13%	-2%
COc1ccc(NC(=O)C(NC(=O)/C=C\c2ccc3c(c2)OCO3)c2ccc(C)cc2)cc1 (stereo unspecified)	2%	-11%	6%	-2%	2%	23%	1%
COc1ccc(C2(Nc3cccc(F)c3)C(=O)c3ccccc3C2=O)cc1	/	/	3%	-1%	-2%	-24%	-2%
N#C/C(=C\c1ccc(-c2cccc(Cl)c2)o1)C(=O)Nc1cccc(C(F)(F)F)c1	?	-10%	-3%	1%	?	?	1%
CSCCC(NC(=O)C1CCCCC1)C(=O)Nc1ccc(F)c(Cl)c1 (stereo unspecified)	8%	-4%	-4%	7%	-4%	-7%	0%
COc1cccc(-c2cc(C(=O)NCCc3ccc(OC)c(OC)c3)no2)c1	/	/	7%	8%	2%	-7%	-2%
COc1ccc(OC)c(NC(=O)c2c(NCc3cccs3)sc3c2CCCCC3)c1	-6%	-2%	2%	14%	7%	4%	7%
COc1cccc(N2CC(NC(=O)C3CCCC3)CC2=O)c1 (stereo unspecified)	2%	-5%	-8%	9%	0%	12%	-4%
COc1ccc(OC)c(NC(=O)Cn2c(=O)cc(C)c3c(C)nn(-c4cccc(Cl)c4C)c32)c1	?	-3%	1%	3%	-2%	-16%	0%
Cc1ccccc1Nc1nn2c(=O)c3ccc(C(=O)NCc4cccs4)cc3nc2s1	-1%	-7%	-2%	?	0%	1%	-1%
CC(C)(C)C(=O)Nc1ccc2nc(SCc3ccccc3)sc2c1	1%	-13%	-1%	14%	0%	?	-4%
CCc1ccc(N2CCn3c2nc2c3c(=O)n(CCc3ccccc3)c(=O)n2C)cc1	-10%	7%	-1%	2%	2%	21%	0%
COC(=O)c1c(NC(=O)c2cc3ccccc3c(=O)o2)sc2c1CCCC2	4%	-6%	0%	1%	-3%	-12%	1%
Cc1ccccc1NS(=O)(=O)c1ccc2[nH]cc(C(=O)N3CCCCC3)c(=O)c2c1	-5%	3%	-1%	13%	-5%	-5%	-1%
